# Assay outcomes (PubChem)
# TRb-SRC2 inh: qHTS for Inhibitors of the Interaction of Thyroid Hormone Receptor and Steroid Receptor Coregulator 2; 0.065% of 280,000 active; Potency, µM (titrated, usually from 106 µM), inactives show top-dose activity change, negative = inhibition, most hits filed as inhibitors; TRbeta-SRC2 peptide binding, fluorescence polarization; receptor liganded with 1 µM T3; Thyroid hormone receptor beta (Homo sapiens), P10828;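 further: plate controls were bound peptide for no effect and peptide without receptor for full effect; nearly all actives have a fitted effect of over 50% in size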
# Target sequence (P10828 whole entry, looked up): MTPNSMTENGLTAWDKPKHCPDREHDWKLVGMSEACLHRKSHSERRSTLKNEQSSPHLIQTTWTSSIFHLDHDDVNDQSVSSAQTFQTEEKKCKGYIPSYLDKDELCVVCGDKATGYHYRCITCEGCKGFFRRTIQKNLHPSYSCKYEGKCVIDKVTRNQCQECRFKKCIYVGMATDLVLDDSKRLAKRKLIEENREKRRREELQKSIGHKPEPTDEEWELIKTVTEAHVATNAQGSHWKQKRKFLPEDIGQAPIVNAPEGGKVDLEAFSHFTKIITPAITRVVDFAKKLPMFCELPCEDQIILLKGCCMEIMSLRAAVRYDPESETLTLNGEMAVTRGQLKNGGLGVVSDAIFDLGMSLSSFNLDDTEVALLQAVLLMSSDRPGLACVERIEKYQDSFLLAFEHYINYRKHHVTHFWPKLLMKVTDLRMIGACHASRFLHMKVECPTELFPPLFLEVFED
#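 Fluorescence polarization of 20 nM Texas Red SRC2 peptide with 0.6 uM human TRb ligand-binding domain, in Tris buffer with 1uM T3 and 5% DMSO. Incubated 5 hr ambient; normalized to unbound and bound controls.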
# TexasRed fluor: Total Fluorescence Counterscreen for Inhibitors of the Interaction of Thyroid Hormone Receptor and Steroid Receptor Coregulator 2; Potency, µM (doses to about 106 µM), inactives show at the highest dose fluorescence change, negative = quenching; 0.29% of 280,000 active; TRb/SRC2 Texas Red total fluorescence interference; AID 1479, 2009; active means well fitted curve in either direction with a large enough effect; inconclusive means small, poorly fitted or top-dose-only effect
#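 Flags fluorescent or light-absorbing compounds by total fluorescence, S + 2P, at 555 nm excitation and 632 nm emission. Mixture: 20 nM Texas Red SRC2 peptide, 0.6 uM human TRb LBD, 1 uM T3, 5% DMSO; compound exposure 5 h at ambient temperature.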
# GoLoco inh red: qHTS Assay for Inhibitors of RGS12 GoLoco Motif Activity (Red Fluorophore); Guanine nucleotide-binding protein G(i) subunit alpha-1 (Homo sapiens), P63096; Gai1:RGS12 GoLoco peptide FP, rhodamine, 10 min; Potency, µM (series often up to 61.6 µM), for the others: at the highest dose activity, negative = inhibition, actives largely listed as inhibitors; 0.44% of 230,000 active; active means well fitted inhibition curve with a large enough effect, not every such curve was filed as active; inactive means no such curve, though single readings can be large or run the other way; further: nearly all actives have a fitted effect of over 30% in size; many of its hits are not listed in these tables
# Target sequence (P63096 whole entry, looked up): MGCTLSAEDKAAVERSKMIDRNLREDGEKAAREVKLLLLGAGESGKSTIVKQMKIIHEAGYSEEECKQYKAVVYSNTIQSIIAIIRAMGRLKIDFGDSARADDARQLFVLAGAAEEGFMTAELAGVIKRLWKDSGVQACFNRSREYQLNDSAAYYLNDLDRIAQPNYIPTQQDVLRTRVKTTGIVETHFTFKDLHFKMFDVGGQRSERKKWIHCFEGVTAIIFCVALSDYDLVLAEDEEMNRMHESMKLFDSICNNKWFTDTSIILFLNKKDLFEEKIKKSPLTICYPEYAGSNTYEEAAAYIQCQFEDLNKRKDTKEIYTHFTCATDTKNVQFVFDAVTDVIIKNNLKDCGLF
# GAA glycogen mod: qHTS Assay for Inhibitors and Activators of Human alpha-Glucosidase Cleavage of Glycogen; recombinant GAA, glycogen substrate, Amplex Red glucose oxidase fluorescence; 0.38% of 300,000 active; Potency, µM (doses to about 76.4 µM), for inactives: at the top dose activity change, negative = inhibition, hits mostly inhibitors; Lysosomal alpha-glucosidase (Homo sapiens), P10253;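 further: 0% = full enzyme reaction and -100% = no-enzyme basal signal; the screen sought inhibitors and activators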
#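 Recombinant human enzyme (4 nM); glycogen substrate; 37 C, 40 min, pH 5.0. Readout: coupled glucose oxidase/Amplex Red fluorescence.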
# Active calls of the source: *; u = inconclusive; x = not tested or not shown; [ ] = dose if it differs, or a comment. Unless noted, the call rests on the fitted dose curve; in most records, active means well fitted curve in the direction sought with a large enough effect; inconclusive means small, poorly fitted or top-dose-only effect, or another doubt; inactive means no such curve, though single readings can be large; an effect the other way counts as inactive or inconclusive. Unless noted, on the % scale 0 is the no-effect control and ±100 the full control effect; potency means the concentration at half of the fitted maximal effect. An excerpt; count on the stated rates, not on these rows.
# Every second line gives: TRb-SRC2 inh, TexasRed fluor, GoLoco inh red, GAA glycogen mod
1. O=C(CSc1nnc(-c2ccc(Br)cc2)n1-c1ccccc1)c1ccccc1
  -0.7%, -0.4%, x, x
2. Cc1ccc(NC(=O)CSC2=Nc3ccccc3C3=NC(Cc4ccccc4)C(=O)N23)cc1C (centres undefined)
  5.0%, -1.7%, x, x
3. COc1ccc(CNC(=O)c2cnn3c(C)c(Cc4ccc(F)cc4)c(C)nc23)cc1
  -1.8%, -1.7%, x, x
4. COc1ccc(OC)c(CNC(=O)c2ccc3c(c2)c(C)c(C)n3Cc2ccc(Cl)cc2)c1
  5.3%, 0.6%, x, x
5. COc1ccccc1Cn1c(CNS(=O)(=O)c2c(C)cc(C)cc2C)nc2cccnc21
  -8.6%, 3.9%, x, x
6. COc1ccc2c(c1)CC(C(=O)Nc1c(C)cc(C)cc1C)CO2 (centres undefined)
  4.6%, 1.7%, x, x
7. COc1ccc(C(=O)NCc2ccc3c(c2)CCN3C(C)=O)cc1OC
  -1.3%, -15.4%, x, x
8. CC(=O)Nc1ccc(S(=O)(=O)NCCc2csc3nc(-c4ccc(Cl)cc4)nn23)cc1
  4.3%, -0.5%, x, x
9. Cc1oc2ncn(CC(C)C)c(=O)c2c1C(=O)N1CCN(c2ccccc2F)CC1
  -1.1%, -0.5%, x, x
10. COc1ccc(NC(=O)N(C(C)C)C2CCN(C(C)=O)CC2)c(OC)c1
  -6.8%, -1.7%, x, x
11. CCOc1ccc(S(=O)(=O)NCc2nc3cccnc3n2Cc2ccccc2OC)cc1
  -2.0%, 1.1%, x, x
12. Cc1ccc(NC(=O)CCn2nc(C)c3c(C)n(-c4ccccc4)nc3c2=O)cc1Cl
  3.2%, -1.3%, x, x
13. Cc1ccc(N2C(=O)N(Cc3cc(=O)n4ccccc4n3)c3ccccc3S2(=O)=O)cc1Cl
  -6.3%, -6.6%, x, x
14. CCc1ccccc1Nc1nn2c(=O)c3ccc(C(=O)Nc4cc(C)cc(C)c4)cc3nc2s1
  1.3%, 1.2%, x, x
15. COc1cccc(CNC(=O)Cn2nc(-c3ccc(C)cc3)ccc2=O)c1
  -1.0%, -2.1%, x, x
16. COc1cc(C2C(=O)N(C3CCCCC3)CC(=O)N2Cc2ccc(C)cc2)ccc1OC(C)C (centres undefined)
  -8.9%, -0.1%, x, x
17. NS(=O)(=O)c1ccc(NC(=O)Nc2cccc3ccccc23)cc1
  x, x, -1.3%[14.2 µM], -7.8%[76.3 µM]
18. CCN(CC)CCNC(=O)c1c(C)[nH]c(/C=C2\C(=O)Nc3ccc(F)cc32)c1C
  4.2%, -7.0%, -6.4%, x
19. CC(/C=C/C=C(\C)C(=O)O[C@@H]1O[C@H](CO[C@@H]2O[C@H](CO)[C@@H](O)[C@H](O)[C@H]2O)[C@@H](O)[C@H](O)[C@H]1O)=C\C=C\C=C(C)\C=C\C=C(/C)C(=O)O[C@@H]1O[C@H](CO[C@@H]2O[C@H](CO)[C@@H](O)[C@H](O)[C@H]2O)[C@@H](O)[C@H](O)[C@H]1O
  -2.4%, 0.3%, 4.2%, x
20. CC(C)(C)c1ccc(C(=O)CCCN2CCC(OC(c3ccccc3)c3ccccc3)CC2)cc1
  4.0%, -0.7%, 1.8%, x

# Every second line gives: TRb-SRC2 inh, TexasRed fluor, GoLoco inh red, GAA glycogen mod
21. CC(=O)O[C@]1(C(C)=O)CCC2C3CCC4=CC(=O)CCC4(C)C3(F)C(O)CC21C (some centres undefined)
  7.6%, -0.6%, 9.8%, x
22. CC(O)COc1ccccc1 (centres undefined)
  0.6%[201 µM], -5.3%[201 µM], 3.2%, x
23. Cc1onc(-c2c(F)cccc2Cl)c1C(=O)N[C@@H]1C(=O)N2[C@H]1SC(C)(C)[C@H]2C(=O)O
  9.6%, -1.5%, -2.2%[14.2 µM], x
24. COc1cccc2c1C(=O)c1c(O)c3c(c(O)c1C2=O)C[C@](O)(C(=O)CO)C[C@@H]3O[C@H]1C[C@H](N)[C@@H](O)[C@H](C)O1
  2.6%, 0.7%, -1.4%, x
25. CC(C)(C)c1ccc(CN2CCN([C@H](c3ccccc3)c3ccc(Cl)cc3)CC2)cc1
  -3.7%, -4.6%, 6.9%[14.2 µM], x
26. O=C(O)c1cc(O)c2c(c1)[O][Bi][O]2
  9.2%, -0.2%, 2.3%, x
27. CCc1ccc2c(c1)N(C[C@H](C)CN(C)C)c1ccccc1S2
  1.7%, 0.3%, 1.2%[14.2 µM], x
28. CC(O)C(N)C(=O)O (centres undefined)
  0.8%, 0.0%, -1.2%, x
29. O=S(=O)(O)c1ccc(O)cc1
  -0.7%, -1.7%, 0.8%, x
30. Nc1ncn(C2C[C@H](O)[C@@H](CO)O2)c(=O)n1 (some centres undefined)
  3.6%, -1.4%, 4.7%, x
31. NCCCC(N)CC(=O)NC1CNC(=O)C(C2CC(O)N=C(N)N2)NC(=O)/C(=C/NC(N)=O)NC(=O)C(CO)NC(=O)C(CO)NC1=O (centres undefined)
  3.7%, 0.8%, 8.5%, x
32. C[Si](C)(C)O[Si](C)(C)C
  -1.5%[201 µM], -5.4%[201 µM], 7.5%, x
33. C[C@@H]1CCN(C(=O)[C@H](CCCNC(=N)N)NS(=O)(=O)c2cccc3c2NC[C@H](C)C3)[C@@H](C(=O)O)C1
  -0.7%, -2.6%, -3.9%, x
34. CN(C)[C@H]1C(=O)C(C(=O)NCN2CCCC2)=C(O)[C@]2(O)C(=O)C3=C(O)c4c(O)cccc4[C@](C)(O)[C@H]3C[C@H]12
  u, 14.1µM*[quencher], -4.4%[14.2 µM], x
35. [O]=[Bi][O][Bi]=[O]
  1.3%, -2.5%, 0.1%, x
36. CCCCCCCCCCCCCCCCCC[N+](C)(C)CCC[Si](OC)(OC)OC
  2.9%, -1.7%, -13.5%, x
37. CCCCCCCCCCCC(=O)[O][Sn]([CH2]CCC)([CH2]CCC)[O]C(=O)CCCCCCCCCCC
  1.9%, -3.0%, 1.6%, x
38. CN(C)CCOc1ccc(/C(=C(/CCCl)c2ccccc2)c2ccccc2)cc1
  3.8%, 0.8%, -5.3%, x
39. Nc1ccc2cc3ccc(N)cc3nc2c1
  -2.2%, -9.1%, 5.6%, x
40. CCOC(=O)c1ccc(O)cc1
  -7.0%, -1.6%, 7.2%, x

# Complete entries from above.
# Listed for [O]=[Bi][O][Bi]=[O] → TRb-SRC2 inh = 1.3%; TexasRed fluor = -2.5%; GoLoco inh red = 0.1%; GAA glycogen mod = x
# Listed for Cc1onc(-c2c(F)cccc2Cl)c1C(=O)N[C@@H]1C(=O)N2[C@H]1SC(C)(C)[C@H]2C(=O)O → TRb-SRC2 inh = 9.6%; TexasRed fluor = -1.5%; GoLoco inh red = -2.2%[14.2 µM]; GAA glycogen mod = x
# Listed for CC(O)C(N)C(=O)O (centres undefined) → TRb-SRC2 inh = 0.8%; TexasRed fluor = 0.0%; GoLoco inh red = -1.2%; GAA glycogen mod = x

# (listing goes on)
# Every second line gives: TRb-SRC2 inh, TexasRed fluor, GoLoco inh red, GAA glycogen mod
41. COc1ccc(-c2nnc(C3CCN(S(=O)(=O)c4cccc(Cl)c4)CC3)o2)cc1
  -4.3%, -0.4%, x, -7.2%[76.3 µM]
42. Cc1ccccc1OC(=O)CSc1nnc(-c2ccc(F)cc2)o1
  3.6%, -1.2%, x, 9.7%[76.3 µM]
43. COc1ccc(CNC(=O)Cc2c(C)c3c(cc(C)c4c(C)c(C)oc43)oc2=O)cc1
  1.9%, 0.2%, x, -2.6%[76.3 µM]
44. O=C(CN1C(=O)COc2ccc(S(=O)(=O)N3CCOCC3)cc21)Nc1ccc(F)c(Cl)c1
  -0.1%, -3.6%, x, -8.3%[76.3 µM]
45. O=C(Nc1cccs1)Nc1cc(C(F)(F)F)ccc1Cl
  3.6%, 1.4%, x, u
46. Cc1oc2ccc(O)c(CN3CCCCC3C)c2c1C(=O)Nc1ccccc1 (centres undefined)
  4.3%, -3.3%, x, -7.3%[76.3 µM]
47. COc1cc(OC)c(NC(=O)Cn2nc(C)n3cccc3c2=O)cc1Cl
  -0.1%, -0.5%, x, -5.1%[76.3 µM]
48. Cc1cc2n(n1)C(c1cc(C(C)(C)C)c(O)cc1O)Nc1ccccc1-2 (centres undefined)
  3.1%, -24.2%, x, -17.0%[76.3 µM]
49. Cc1ccccc1NC(=O)CSc1nc2ccc(NC(=O)CCc3ccccc3)cc2s1
  2.9%, -13.6%, x, 12.7%[76.3 µM]
50. Cc1ccc(N2CC(C(=O)NCCS(=O)(=O)N3CCN(c4ccccc4)CC3)CC2=O)cc1 (centres undefined)
  -3.1%, -7.4%, x, -6.7%[76.3 µM]
51. Cc1ccccc1CNC(=O)C1CCN(S(=O)(=O)Cc2ccccc2)CC1
  3.5%, -2.1%, x, 11.3%[76.3 µM]
52. Cc1ccc(S(N)(=O)=O)cc1NC(=O)c1c(-c2c(Cl)cccc2Cl)noc1C
  4.1%, 1.3%, x, 0.0%[76.3 µM]
53. CN(C)c1ccc(CNC(=O)CCn2c(=O)c3cccn3c3ccc(F)cc32)cc1
  9.2%, -7.8%, x, 11.9%[76.3 µM]
54. COc1cc(C2c3c(oc4ccc(F)cc4c3=O)C(=O)N2c2nc(C)c(C)s2)cc(OC)c1OC (centres undefined)
  6.4%, 5.5%, x, 4.0%[76.3 µM]
55. CN(C1CCCCC1)S(=O)(=O)c1ccc2c(c1)c(=O)c(C(=O)NCc1ccc(Cl)cc1)cn2C
  -4.7%, 0.9%, x, 13.4%[76.3 µM]
56. Cc1ccc(NC(=O)Cn2c(=O)n(CCc3ccccc3)c(=O)c3sc4ccccc4c32)cc1C
  0.4%, -0.1%, x, -0.8%[76.3 µM]
57. Cc1coc2c1c(C)cc1oc(=O)c(CC(=O)NCCc3ccc(Cl)cc3)c(C)c12
  5.4%, 0.4%, x, 1.1%[76.3 µM]
58. CCOCCCN1C(=O)c2ccccc2CC1(C)C(=O)NC1CCCCC1 (centres undefined)
  3.7%, -8.9%, x, 2.9%[76.3 µM]
59. COc1cccc(-n2c(SCC(=O)Nc3cccc(Cl)c3)nc3c(oc4ccccc43)c2=O)c1
  6.3%, -2.9%, x, -8.7%[76.3 µM]
60. Cc1c(Cl)cccc1NC(=O)C(CCS(C)(=O)=O)N1Cc2ccccc2C1=O (centres undefined)
  1.5%, -7.8%, x, 9.4%[76.3 µM]

# Every second line gives: TRb-SRC2 inh, TexasRed fluor, GoLoco inh red, GAA glycogen mod
61. CC(C)CCN(Cc1ccco1)C(=O)c1cc2c(Cl)nc3ccccc3c2s1
  -8.8%, -1.4%, x, -15.4%[76.3 µM]
62. CC(=O)Nc1c(C(=O)Nc2ccccc2F)oc2ccccc12
  1.2%, 0.8%, x, 14.2%[76.3 µM]
63. COc1ccccc1N1CCN(CC(O)COc2cc(C)cc(C)c2)CC1 (centres undefined)
  13.2%, -4.1%, x, -7.7%[76.3 µM]
64. CCOC(=O)CSc1nc2ccc(NC(=O)c3ccccc3F)cc2s1
  8.2%, 4.5%, x, -8.2%[76.3 µM]
65. CCc1ccc(NC(=O)c2sc3nc4c(cc3c2N)CN(CC)CC4)cc1
  4.8%, -33.3%, x, 0.1%[76.3 µM]
66. O=S(=O)(c1ccc2ccccc2c1)n1nc(-c2ccco2)nc1NCc1ccc(F)cc1
  -14.3%, u, x, -12.0%[76.3 µM]
67. CC(=O)Nc1ccc(NC(=O)C(NC(=O)C2CCC(C)CC2)C(C)C)cc1 (centres undefined)
  -1.8%, -3.0%, x, -3.5%[76.3 µM]
68. CCOCCCn1c(=N)c(C(=O)NCc2ccccc2)cc2c(=O)n3ccccc3nc21
  0.8%, 0.3%, x, 4.5%[76.3 µM]

# Compounds 67–68, quoted:
# Every second line gives: TRb-SRC2 inh, TexasRed fluor, GoLoco inh red, GAA glycogen mod
67. CC(=O)Nc1ccc(NC(=O)C(NC(=O)C2CCC(C)CC2)C(C)C)cc1 (centres undefined)
  -1.8%, -3.0%, x, -3.5%[76.3 µM]
68. CCOCCCn1c(=N)c(C(=O)NCc2ccccc2)cc2c(=O)n3ccccc3nc21
  0.8%, 0.3%, x, 4.5%[76.3 µM]
